# Assay outcomes (PubChem BioAssay)
# M4 PAM – potentiates acetylcholine response at human M4 receptor | CHO-K1 hM4/Gqi5, Fluo-8 calcium fluorescence, ACh EC20; 0% = ACh EC20, 100% = maximal ACh | 360,000 tested, 0.4% active | P08173 | activation, % at 3 µM;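 active means activation above its plate's cutoff, the mean activation of sample wells plus 3 SD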; further: some results filed as inactive read as strong as hits
# Target sequence (P08173 whole entry, looked up): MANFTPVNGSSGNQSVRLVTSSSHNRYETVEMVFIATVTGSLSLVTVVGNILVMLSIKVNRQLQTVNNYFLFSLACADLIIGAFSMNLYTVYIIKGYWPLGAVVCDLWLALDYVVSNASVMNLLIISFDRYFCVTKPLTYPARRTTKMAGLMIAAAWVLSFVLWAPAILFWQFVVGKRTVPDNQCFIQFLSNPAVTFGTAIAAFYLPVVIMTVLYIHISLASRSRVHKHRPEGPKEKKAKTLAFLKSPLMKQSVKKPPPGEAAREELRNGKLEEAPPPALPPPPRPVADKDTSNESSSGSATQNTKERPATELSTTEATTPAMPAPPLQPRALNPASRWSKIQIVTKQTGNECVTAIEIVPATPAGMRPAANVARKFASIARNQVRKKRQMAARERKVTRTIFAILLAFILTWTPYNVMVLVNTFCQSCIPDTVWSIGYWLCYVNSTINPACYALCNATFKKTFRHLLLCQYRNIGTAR
# M5 PAM – CHRM5 positive allosteric modulation. P08912. CHO-K1 hM5, Fluo-8 calcium, ACh EC20 PAM; 0% = ACh EC20, 100% = ACh EC100. activation, % at 3 µM. 360,000 tested, 0.3% active;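 active means activation above the run cutoff, the mean activation of all test compounds plus 3 SD, cut at about 18% in these data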
# Target sequence (P08912 whole entry, looked up): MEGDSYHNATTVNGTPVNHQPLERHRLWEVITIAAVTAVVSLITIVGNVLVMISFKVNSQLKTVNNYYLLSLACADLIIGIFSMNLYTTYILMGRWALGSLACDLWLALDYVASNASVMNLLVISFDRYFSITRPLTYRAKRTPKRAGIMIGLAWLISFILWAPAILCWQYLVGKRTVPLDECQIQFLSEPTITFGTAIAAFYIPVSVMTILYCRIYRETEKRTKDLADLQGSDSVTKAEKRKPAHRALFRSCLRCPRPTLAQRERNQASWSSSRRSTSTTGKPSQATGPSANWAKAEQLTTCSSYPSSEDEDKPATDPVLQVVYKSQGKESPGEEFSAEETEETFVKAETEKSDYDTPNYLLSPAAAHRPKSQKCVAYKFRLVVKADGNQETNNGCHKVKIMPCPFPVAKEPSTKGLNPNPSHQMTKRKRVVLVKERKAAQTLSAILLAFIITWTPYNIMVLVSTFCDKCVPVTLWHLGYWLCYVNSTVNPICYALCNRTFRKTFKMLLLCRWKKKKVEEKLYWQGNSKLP
#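 Assay system – human M5 receptor in CHO-K1 cells · Read-out – % activation, ACh-normalized · Technique – Fluo-8 calcium fluorescence · Dosing – single-point, 3 µM nominal · Incubation – Fluo-8 loading 80 min at 37 °C plus 30 min room temperature · Repeats – singlicate, one well per test compound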
# CHRM4 agonist – CHRM4 agonism in calcium assay | P08173 | CHO-K1 hM4/Gqi5, Fluo-8 calcium fluorescence; vehicle 0%, full acetylcholine response 100% | activation, % at 3 µM | 360,000 tested, 0.14% active | AID 624127;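 active means activation above the run mean over all test wells plus 3 SD, cut at about 32% in these data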;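 further: peak over basal fluorescence ratio per well then scaled between controls; 0% = DMSO wells and 100% = acetylcholine at EC100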
# M4 antag – antagonists of human muscarinic M4 receptor (CHRM4). CHO-hM4 cells, ACh EC80, Fluo-8 calcium fluorescence. 360,000 tested, 0.73% active. inhibition, % at 3 µM;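 active means inhibition above its plate's cutoff, the mean inhibition of sample wells plus 3 SD, cut at about 27% in these data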;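 further: 0% = acetylcholine EC80 with DMSO and 100% = DMSO without agonist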
# CHRM5 antagonist – CHRM5 antagonism in calcium assay | P08912 | 360,000 tested, 0.59% active | CHO-hM5 cells, Fluo-8 calcium fluorescence, ACh EC80 | inhibition, % at 3 µM;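 active means inhibition above a per-plate cutoff, the mean of that plate's test compounds plus 3 SD, cut at about 27% in these data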;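 further: 0% = acetylcholine EC80 with DMSO and 100% = DMSO without agonist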
# CHO-K1 Ca antag – counter-screen for M1 antagonists: effect in parental CHO-K1 cells; ATP-induced calcium, Fluo-8 fluorescence; inhibition, % at 3 µM; 360,000 tested, 0.6% active;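 active means inhibition above a per-plate cutoff, the plate's mean sample inhibition plus 3 SD, cut at about 24% in these data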;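 further: 0% = DMSO plus EC80 ATP and 100% = DMSO alone without ATP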
# CHO-K1 Ca PAM – nonselective activator or artifact in parental CHO-K1 calcium assay; ATP EC20, Fluo-8 calcium fluorescence; 0% at ATP EC20, 100% at ATP max; AID 602247; 360,000 tested, 0.02% active; activation, % at 3 µM;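 active means activation above the run cutoff, the mean activation of all test compounds plus 3 SD, cut at about 40% in these data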;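 further: peak over basal fluorescence ratio in a 140 s read after ATP addition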
# M5 ag – agonists of human muscarinic M5 receptor (CHRM5); P08912; CHO-K1 hM5 cells, Fluo-8 calcium fluorescence; 0% DMSO wells, 100% maximal acetylcholine response; activation, % at 3 µM; 360,000 tested, 0.19% active;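 active means activation above the run's mean over test compounds plus 3 SD, cut at about 23% in these data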;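 further: signal is peak over basal fluorescence ratio across the kinetic read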
# CHO-K1 Ca ag – counter-screen for M1 agonists: effect in parental CHO-K1 cells | Fluo-8 calcium fluorescence; scaled to maximal ATP response, vehicle zero | 360,000 tested, 0.48% active | activation, % at 3 µM; in the data active means activation above about 15%;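 further: untransfected CHO-K1 host cells lacking M1 receptor as counterscreen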
# An asterisk follows results filed as active. Hits appear at their usual frequency. Share with any hit: about 2.7%.
# Under each structure – M4 PAM, M5 PAM, CHRM4 agonist, M4 antag, CHRM5 antagonist, CHO-K1 Ca antag, CHO-K1 Ca PAM, M5 ag, CHO-K1 Ca ag
> C=CCS(=O)(=O)N1CCCC(N2CCN(c3ccccc3OC)CC2)C1 (stereo unspecified)
→ -4, -4, 0, 9, 3, -2, 3, 1, 0.5
> COc1ccc(-c2ccnc3nc(-n4cccc4)nn23)cc1
→ 6, -5, -3, -3, -1, -4, 18, -3, -0.6
> CCc1sc(C(=O)NCCc2ccc(S(N)(=O)=O)cc2)cc1Br
→ -4, -3, 0, 3, 10, 29*, -12, -5, -0.2
> COc1ccc(NS(=O)(=O)c2cc(NC(=O)c3cnccn3)ccc2N2CCCC2)cc1
→ -1, 0, 0, 8, -3, 0, 1, -3, 0.3
> CCOC(=O)c1cc2c(c(-c3cccc(-c4cc5ccccc5o4)c3)n1)[C@@H](CCO)N(S(=O)C(C)(C)C)C2 (stereo partly specified)
→ 9, 1, 9, -7, -3, -5, 6, 3, 1.1
> C/C(=N\O)C(C)(C)Nc1ccc(F)cc1
→ -11, -5, 0, -8, 0, -3, -2, -1, 0.1
> Cn1/c(=N/N=C/c2ccccn2)sc2ccccc21
→ -6, -5, 13, -1, 6, -12, 16, 3, 3.8
> CCn1c(-c2cc(-c3ccccc3)sc2N)n[nH]c1=S
→ -8, -10, -1, 6, 7, -7, 0, -7, -0.5
> Cc1ccc(NS(=O)(=O)c2ccc(NC(=O)c3cccs3)cc2)cc1
→ -8, -6, 3, 4, 0, 1, -1, 0, 0.7
> COC(=O)[C@H](CC(C)C)NC(=O)c1cc2c(cn1)[nH]c1ccccc12
→ 1, -1, 3, -6, 3, -2, 12, -1, 1.2
> COc1cccc(CNC(=O)CCCc2cn(C)c3ccccc23)c1
→ -9, -7, 9, 3, 6, -9, 17, -1, 4.3
> CCOc1cc(-c2nc3ccccc3s2)ccc1O
→ -25, -13, -1, 31*, 8, 6, -2, -6, -0.6
> Cc1ccnc(NS(=O)(=O)c2cnc(Cl)c(Br)c2)c1
→ 8, 1, 2, 2, 4, 1, 3, 2, 0.0
> CCc1nnc(NC(=O)CN2C(=O)N(C)C3(CCCCC3)C2=O)s1
→ 14, 4, 0, -9, 8, -13, 6, 0, 0.0
> CCOC(=O)c1c(S(=O)(=O)Nc2cccc(Cl)c2)c(C)n(C)c1C
→ -3, -2, 0, -10, 7, -9, 8, -6, 1.1
> COc1cccc(CNC(=O)c2cc(COc3c(F)cccc3F)on2)c1
→ -10, -8, 7, -3, 23, -6, -10, -4, 4.2
> CONc1nc2nonc2nc1NOC
→ 14, 3, 2, -1, 1, -8, 2, -2, -0.2
> O=C(O)c1ccccc1CSc1nc2ccccc2n1Cc1ccccc1C(=O)O
→ 3, -2, 0, -3, 7, -2, -3, -1, 0.3
> COc1cccc(CN(Cc2ccco2)C(c2ccc(F)cc2)c2nnnn2C(C)(C)C)c1 (stereo unspecified)
→ -8, -7, -1, 12, 0, 7, -1, -4, 0.2
> O=C(CN(Cc1ccc(Cl)cc1)C(=O)c1csnn1)NCc1ccccc1
→ 1, 1, 4, -3, 13, -13, 9, 2, 2.4
> Cc1cc(C)c(NC(=S)NC(NC(=O)c2ccccc2)C(Cl)(Cl)Cl)c(C)c1 (stereo unspecified)
→ -1, 16, 7, 7, 27*, 7, -6, 5, 6.1
> O=C(N/N=C/c1ccc[nH]1)c1ccccc1OCc1ccc(F)cc1
→ -14, -3, 2, -6, 2, -13, 22, -1, 2.6
> CC(=O)Nc1ccc(S(=O)(=O)N[C@@H](C)C(=O)N2CCN(c3ccccn3)CC2)cc1
→ -1, 3, 2, 5, 3, -15, 22, 2, 1.3
> O=C(CCS(=O)(=O)c1ccc(Br)s1)NC1CCCCCC1
→ -1, -3, 0, -1, 2, 0, 5, -2, 0.2
> CCc1cccc(OCC2Cn3c(nc4c3c(=O)n(C)c(=O)n4C)O2)c1 (stereo unspecified)
→ -4, 5, 6, -3, 3, 1, 7, 3, 4.5
> CC(C)OCCCNC(=O)C1CCC(=O)N1C(C)C (stereo unspecified)
→ 3, 0, 1, 5, -8, -20, 16, 2, 0.7
> CCc1ccc(NC(=S)NCc2cccnc2)cc1
→ 5, 4, 1, -6, 0, 0, 15, -3, 2.1
> COc1ccc(S(=O)(=O)N2CCCCC2)cc1NC(=O)Cc1cccs1
→ 12, 10, 0, -15, 0, -13, 12, 3, -0.4
> CCOC(=O)C1CCN(CCC(=O)Nc2cccc(C)c2)CC1
→ 7, -7, 3, 6, 9, -17, -5, -4, 7.0
> CCN(C(=O)c1cccc(S(=O)(=O)N(C)C)c1)C12CC3CC(CC(C3)C1)C2
→ -10, -7, 9, -7, 10, 3, -23, 4, 5.5

# (more compounds)
# Under each structure – M4 PAM, M5 PAM, CHRM4 agonist, M4 antag, CHRM5 antagonist, CHO-K1 Ca antag, CHO-K1 Ca PAM, M5 ag, CHO-K1 Ca ag
> O=C(NC1CCCCC1)c1cc2nc(-c3ccco3)cc(C(F)(F)F)n2n1
→ 9, 5, 0, 0, 0, 2, 5, 1, 0.4
> COc1ccc(C)c2sc(N(CCN(C)C)C(=O)/C=C/c3cccs3)nc12
→ 5, -1, 8, -2, 7, 0, 10, -5, 4.6
> Cc1ccc(-c2cc(C(=O)O)n[nH]2)o1
→ -2, -2, 1, 10, 1, -1, 11, 1, -0.1
> CC(O)CNc1nc2ccccc2n1CC(=O)NCCc1ccc(Cl)cc1 (stereo unspecified)
→ 5, 5, 0, -4, -4, 0, 17, -2, 0.1
> CCOC(=O)c1[nH]c2c(c1-c1ccccc1)C(=O)CC(c1ccc(OC)c(OC)c1)C2 (stereo unspecified)
→ -3, -7, 2, 3, 7, -4, 2, 0, 0.9
> COc1ccccc1C(=O)NCCC(=O)N(C)CC(=O)Nc1ccc(Cl)cc1
→ 6, 0, 0, -9, 2, -28, 11, 0, 0.9
> Cc1c(C(=O)N/N=C/c2c(O)ccc3ccccc23)nnn1-c1nonc1N
→ -2, 5, 2, -3, -5, -4, 23, -2, 0.3
> Cc1cc(C)c2c(N)c(C(=O)NCC3CCCCC3)sc2n1
→ 5, 1, 0, 2, 14, -2, -7, -2, -0.1
> CCCCc1noc2c1/C(=N\O)CC(c1ccccc1)C2 (stereo unspecified)
→ 18, -2, -1, 2, 5, 6, -1, 0, -0.3
> CCOC(=O)c1c(C2CC2)csc1NC(C)=O
→ 14, 5, -2, 1, -2, -5, 20, -3, 1.2
> COC(=O)CCC(=O)OC1(C)C(=O)C2=CN(CCCOC(C)C)C(c3ccc(OC)cc3)=CC2=C(Br)C1=O (stereo unspecified)
→ 2, 0, 0, -5, 9, 7, 8, 0, -0.3
> CSc1ccc(Cl)c(C(=O)Nc2ccc(OCC(N)=O)cc2)c1
→ 5, 9, 0, -3, -7, -13, 2, -1, 0.2
> CCOc1ccc(Oc2c(/C=N/NC(C)=O)c(C)nn2-c2ccccc2)cc1
→ 3, 7, -1, -4, -11, -15, 24, -2, 0.1
> Cc1ccc(Cl)cc1N1CCN(S(=O)(=O)c2cnc[nH]2)CC1
→ -11, -12, 16, -7, 13, -3, 4, 5, 6.8
> NC(=O)CCn1c(=O)oc2ccccc21
→ 8, 6, 0, -9, -4, -10, 16, -1, 0.1
> Cc1cc2sc3ccccc3c(=O)c2c(C)c1O
→ -1, 10, 1, 3, 0, 2, -16, -2, -0.1
> O=c1[nH]c(CSc2ncnc3sccc23)nc2ccccc12
→ -7, -1, 4, -1, 8, -12, 8, -11, 3.0
> O=C(c1ccccn1)N1CCCC(N2CCN(Cc3ccc4c(c3)OCO4)CC2)C1 (stereo unspecified)
→ 1, -3, 0, 5, 3, -1, 5, -3, 0.9
> Cc1ccc(C)c(N2CCN(S(=O)(=O)c3ccc4[nH]c(=O)c(=O)[nH]c4c3)CC2)c1
→ -1, 1, -1, 3, -1, 9, 2, -4, -0.4
> C[C@H](CO)N1C[C@H](C)[C@@H](CN(C)S(=O)(=O)c2ccccc2)Oc2ccc(NC(=O)NC3CCCCC3)cc2C1=O
→ -4, -7, -1, 2, 8, 7, -11, -1, -0.3
> Brc1cc(Br)c2nc(-c3cccs3)ccc2c1
→ -1, -5, 0, -1, 2, -3, 9, 0, 0.7
> Clc1ccccc1CNc1ncnc2nc[nH]c12
→ 5, 2, 5, -13, -1, 5, -2, 5, 1.1
> COc1cc(/C=C(/C#N)C(=O)c2c(C)[nH]c3ccccc23)ccc1OCC#N
→ -8, -7, 2, 7, 4, -13, 19, 2, 1.5
> CN(c1ccc(C(=O)N2CCCCCC2)cc1)S(=O)(=O)c1ccccc1
→ -9, -16, 12, 3, 13, -5, -5, 9, 11
> CC(=O)c1cccc(NS(=O)(=O)c2cc3c(cc2C)N(C(C)=O)CCO3)c1
→ 6, 1, 0, -15, -13, -10, 2, -3, -0.3
> CCOc1cc(C2C3=C(CCCC3=O)Nc3nc(C(=O)OC)nn32)ccc1OC (stereo unspecified)
→ 3, 0, 0, -7, -2, -14, 14, 2, -0.1
> COc1ccc(NC(=O)CN(c2ccc(C)cc2)S(=O)(=O)c2c(C)nn(C)c2C)cc1OC
→ -3, -10, 0, 1, 17, -1, 14, -5, 0.3
> COC(=O)Cn1cnc2c(nnn2-c2cccc(OC)c2)c1=O
→ -2, 2, 0, -2, 5, -5, 5, -2, 0.6
> CCCCNS(=O)(=O)c1ccc(OCC(=O)OC)cc1
→ 5, -1, 1, -9, 7, 0, 12, -4, 0.9
> COc1ccc(CCNC(=O)CCS(=O)(=O)c2ccc3c(c2)oc(=O)n3C)cc1OC
→ 2, 2, 0, -11, -1, -13, 4, -2, 0.6

# Filtered by structure: those above with two or more sulfur atoms.
# Under each structure – M4 PAM, M5 PAM, CHRM4 agonist, M4 antag, CHRM5 antagonist, CHO-K1 Ca antag, CHO-K1 Ca PAM, M5 ag, CHO-K1 Ca ag
> CCc1sc(C(=O)NCCc2ccc(S(N)(=O)=O)cc2)cc1Br
→ -4, -3, 0, 3, 10, 29*, -12, -5, -0.2
> CCn1c(-c2cc(-c3ccccc3)sc2N)n[nH]c1=S
→ -8, -10, -1, 6, 7, -7, 0, -7, -0.5
> Cc1ccc(NS(=O)(=O)c2ccc(NC(=O)c3cccs3)cc2)cc1
→ -8, -6, 3, 4, 0, 1, -1, 0, 0.7
> O=C(CCS(=O)(=O)c1ccc(Br)s1)NC1CCCCCC1
→ -1, -3, 0, -1, 2, 0, 5, -2, 0.2
> COc1ccc(S(=O)(=O)N2CCCCC2)cc1NC(=O)Cc1cccs1
→ 12, 10, 0, -15, 0, -13, 12, 3, -0.4
> COc1ccc(C)c2sc(N(CCN(C)C)C(=O)/C=C/c3cccs3)nc12
→ 5, -1, 8, -2, 7, 0, 10, -5, 4.6
> O=c1[nH]c(CSc2ncnc3sccc23)nc2ccccc12
→ -7, -1, 4, -1, 8, -12, 8, -11, 3.0
